# TIM10 inh = TIM10 yeast growth inhibition | inhibition, % at 10 µM | S. cerevisiae TIM10 strain growth, BacTiter-Glo luminescence, 24 h | 330,000 compounds, 1.4% hits;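 active = inhibition of 40% or more at the single tested concentration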;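 also: wild-type TIM10 isogenic control strain grown at permissive 25 °C; 0% = DMSO yeast wells and 100% = minimal medium wells without yeast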
# Mdm2 MdmX PPI = human Mdm2/MdmX binding inhibition | AID 485346 | 330,000 compounds, 3% hits | SaOS-2 split-luciferase Mdm2/MdmX complementation, luminescence | O15151+Q00987 | inhibition, % at 8 µM;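 active = inhibition of at least 50% at 8 µM in the primary screen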
# tim10-1 inh = growth inhibitors of tim10-1 mutant yeast; 330,000 compounds, 2.2% hits; inhibition, % at 20 µM; AID 463190; S. cerevisiae tim10-1 ts strain growth, BacTiter-Glo, 24 h;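 active = inhibition of at least 40%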;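 also: mutant grown at 25 °C; 0% = DMSO wells with yeast and 100% = wells holding no yeast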
# tim23-1 inh = tim23-1 yeast growth inhibition | inhibition, % at 20 µM | 330,000 compounds, 1.3% hits | S. cerevisiae tim23-1 growth, BacTiter-Glo luminescence, 24 h;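 active = growth inhibition of the mutant yeast at or above 50%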;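 also: temperature-sensitive mutant grown at 25 °C; plate controls were DMSO-treated mutant yeast for no effect and medium wells lacking yeast for full effect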
# UPR CHOP act = apoptotic UPR (CHOP) activation; CHO-CHOP luciferase reporter, luminescence; percent of tunicamycin response over DMSO baseline; activation, % at 10 µM; 330,000 compounds, 0.34% hits;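 active = at 10 µM dose, activation of 40% or more, normalized to positive control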;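 also: 100% = tunicamycin at 10 µg/mL and 0% = DMSO alone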
#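 measured by = luciferase luminescence | assay system = CHO-CHOP cells, stable luciferase reporter of PERK-eIF2a-CHOP signalling | amount = 500 reporter cells seeded per well | timing = 6 h compound exposure at 37 °C after overnight seeding | controls = positive tunicamycin 10 µg/mL, negative DMSO alone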
# 697 NFkB inh = lowers PMA/ionomycin-induced NF-kB signal in 697 B cells; inhibition, % at 4 µM; 330,000 compounds, 0.33% hits; AID 435022; 697 B-cell NF-kB luciferase reporter, 16 h; in the data active = inhibition above about 35%
# Jurkat NFkB inh = lowers PMA/ionomycin-induced NF-kB signal in Jurkat cells | PMA/ionomycin-induced NF-kB luciferase reporter, luminescence | inhibition, % at 4 µM | 330,000 compounds, 0.53% hits | AID 435003; in the data active = inhibition above about 50%
# XBP1 UPR activ = activators of adaptive arm of unfolded protein response (XBP1); activation, % at 20 µM; 330,000 compounds, 0.33% hits; AID 463104; CHO-XBP1 luciferase reporter, IRE1-XBP1 UPR activation, luminescence; percent of tunicamycin response, DMSO as zero;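 active = versus positive control, 20 µM dose yields 30% or more activation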;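 also: 100% = tunicamycin at 10 µg/mL and 0% = DMSO only wells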
#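 Signal: luciferase luminescence; Assay system: CHO-XBP1 luciferase reporter cells; Amount: one thousand reporter cells per well; Dosing: 20 µM single concentration, DMSO 1%; Benchmarks: high control tunicamycin 10 µg/mL final, low control DMSO vehicle only; Schedule: 6 h compound exposure at 37 °C, 5% CO2; Evaluation: percent activation relative to tunicamycin reference.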
# An asterisk follows results filed as active. Random draw from the library; overall some 6.6% were active at least once.
SMILES,TIM10 inh,Mdm2 MdmX PPI,tim10-1 inh,tim23-1 inh,UPR CHOP act,697 NFkB inh,Jurkat NFkB inh,XBP1 UPR activ
COc1ccccc1NC(=S)NC(=O)/C=C/c1cccs1,32,12,27,29,0.1,10,11,-4
CN(CC(=O)Nc1ccc(N2CCOCC2)cc1)C(=O)CCc1cc(C(C)(C)C)c(O)c(C(C)(C)C)c1,9,13,22,5,3.5,-1,14,-1
CC(C)N(C(=O)C(F)(F)F)C(C(=O)NC1CCCCC1)c1ccncc1 (stereo not drawn),-5,0,11,13,-2.1,3,0,0
O=C(Nc1cccc(F)c1)c1ccccc1,53*,-27,11,50*,3.1,-16,-24,1
CCN(CC(=O)Nc1c(F)cccc1F)C(=O)c1cccc(S(=O)(=O)N(C)c2ccccc2)c1,19,-2,10,15,0.1,6,5,-4
CCCC(=O)N1CCc2cc(-c3nc(N)sc3C)ccc21,-3,-60,20,17,6.6,-2,-3,2
Cc1ccccc1N(C)S(=O)(=O)c1nnc(NC(=O)c2ccco2)s1,37,-18,26,34,2.9,-55,0,-2
O=c1ccc(S(=O)(=O)N2CCCC2)c[nH]1,1,-12,-14,-12,-1.0,4,-14,-3
O=C(CC(C(=O)O)c1ccc(Cl)cc1)c1ccccc1 (stereo not drawn),-7,2,14,15,-1.4,9,0,0
CCOc1cnc(-c2c(-c3ccccc3Cl)noc2C)o1,-17,11,4,-1,1.0,2,-4,1
CCOC(=O)c1c(C)[nH]c(C)c1S(=O)(=O)NCC1CCN(Cc2ccc(C)cc2)CC1,4,9,9,4,1.6,1,4,-1
CCc1nnc(NC(=O)c2ccc(COc3ccc(C)cc3)o2)s1,10,6,12,5,0.7,-60,3,2
COc1ccc(C2C(C(C)=O)=C(O)C(=O)N2CCc2ccccc2)c(OC)c1 (stereo not drawn),-8,12,13,-4,-0.3,-16,-13,0
CC(C)c1ccc2oc3nc(N)c(C(=O)O)cc3c(=O)c2c1,13,-115,9,14,-2.5,-159,-68,-6
Cc1ccc(-c2nc(N)n(S(=O)(=O)c3ccc(C)cc3)n2)cc1,8,9,-8,-5,0.2,9,0,-3

# Entries from the list above with a COOH group (2):
SMILES,TIM10 inh,Mdm2 MdmX PPI,tim10-1 inh,tim23-1 inh,UPR CHOP act,697 NFkB inh,Jurkat NFkB inh,XBP1 UPR activ
O=C(CC(C(=O)O)c1ccc(Cl)cc1)c1ccccc1 (stereo not drawn),-7,2,14,15,-1.4,9,0,0
CC(C)c1ccc2oc3nc(N)c(C(=O)O)cc3c(=O)c2c1,13,-115,9,14,-2.5,-159,-68,-6

# Additional structures:
SMILES,TIM10 inh,Mdm2 MdmX PPI,tim10-1 inh,tim23-1 inh,UPR CHOP act,697 NFkB inh,Jurkat NFkB inh,XBP1 UPR activ
COc1cc(C=O)ccc1Oc1nnnn1-c1ccccc1,0,7,23,24,2.9,19,7,-3
Cc1ccc(Cl)cc1N(CC(=O)Nc1cccc(N(C)S(C)(=O)=O)c1)S(C)(=O)=O,1,11,-15,-9,0.7,0,-1,-2
CCn1nc(C)cc1C(=O)N1CCc2c([nH]c3ccccc23)C1c1cc(F)ccc1F (stereo not drawn),7,-23,17,20,1.8,-44,-22,0
CSc1nsc(SC)c1NC(=O)OCc1ccccc1,14,-1,17,18,0.9,-9,-15,0
O=C(Nc1nccs1)[C@@H]1CCCN1C(=O)c1cccs1,-13,24,-3,-7,-0.6,-5,-5,1
O=C(Nc1cn(-c2ccccc2)nc1-c1cccs1)c1ccco1,5,-8,34,58*,2.3,-34,-16,-1
CC(C)CNC(=O)Cn1nc(C(F)(F)F)c2c1CCCC2,3,2,10,14,0.4,-1,6,1
CCOc1ccc(N(C)S(=O)(=O)c2cc(-c3cc(C)no3)ccc2C(C)C)cc1,6,27,-3,5,-0.4,-42,10,2
CCN1CCN(C(=O)c2ccc3c(=O)n(C4CCCC4)c(=S)[nH]c3c2)CC1,9,4,9,9,-0.4,-42,-5,2
CCN1CCN(c2cc(C)c3cc(NC(=O)CCC(=O)Nc4ccc(OC)cc4OC)ccc3n2)CC1,2,-14,9,-12,-0.8,-14,-14,-1
c1ccc(-c2n[nH]nc2-c2ccccc2)cc1,3,8,34,22,-1.9,2,-7,-2
CC(C)NC(=O)NC(=O)CSc1nnc(C(F)(F)F)n1C,-9,15,-1,8,-0.2,-5,6,-1
O=C(Nc1cnn(Cc2ccc(F)cc2)c1)c1cc(-c2ccco2)on1,5,15,12,9,2.5,41*,-9,4
O=c1c(C(c2ccc(F)cc2)c2c(O)nc3n(c2=O)CCCS3)c(O)nc2n1CCCS2,5,3,-5,4,-2.0,-1,9,11
Cc1nc(SCC(=O)N2CCOCC2)c2c(=O)n(C)c(=O)n(CC(C)C)c2n1,-8,1,-9,-2,0.2,-1,-9,-1

# Full records, quoted from the list. Order of values: TIM10 inh | Mdm2 MdmX PPI | tim10-1 inh | tim23-1 inh | UPR CHOP act | 697 NFkB inh | Jurkat NFkB inh | XBP1 UPR activ
# Cc1ccc(Cl)cc1N(CC(=O)Nc1cccc(N(C)S(C)(=O)=O)c1)S(C)(=O)=O is listed as 1 | 11 | -15 | -9 | 0.7 | 0 | -1 | -2
# CCn1nc(C)cc1C(=O)N1CCc2c([nH]c3ccccc23)C1c1cc(F)ccc1F (stereo not drawn) is listed as 7 | -23 | 17 | 20 | 1.8 | -44 | -22 | 0
# c1ccc(-c2n[nH]nc2-c2ccccc2)cc1 is listed as 3 | 8 | 34 | 22 | -1.9 | 2 | -7 | -2

# Continued.
SMILES,TIM10 inh,Mdm2 MdmX PPI,tim10-1 inh,tim23-1 inh,UPR CHOP act,697 NFkB inh,Jurkat NFkB inh,XBP1 UPR activ
Cc1ccc(C(=O)NCCS(=O)(=O)N2CCN(c3ccccc3F)CC2)cc1[N+](=O)[O-],-1,17,5,12,0.2,9,0,-5
Cc1ccn2c(=O)c(C(=O)NCCN3CCOCC3)c(O)nc2c1,-1,19,-1,8,-2.8,-3,11,-3
COc1ccccc1NC(=O)COC(=O)C1CC2C=CC1C2 (stereo not drawn),13,-11,15,8,2.4,15,1,1
O=C1CC(c2ccc(F)cc2)Cc2nc(NCc3ccco3)ncc21 (stereo not drawn),-2,33,5,8,-1.3,10,1,2
CC(C(=O)Nc1ccccc1-c1ccccc1)N1CCN(S(=O)(=O)c2ccccc2)CC1 (stereo not drawn),13,-3,3,40,2.4,11,2,-3
COCC(=O)Nc1ccc(N2CCOCC2)c(S(=O)(=O)Nc2ccccc2OC)c1,10,11,13,13,1.5,-10,14,4
CC(C(=O)Nc1ccc([N+](=O)[O-])cc1)N1CCN(C/C=C/c2ccccc2)CC1 (stereo not drawn),-4,18,-13,12,0.8,12,9,-2
O=C(Cc1ccccc1)Nc1ccc2c(c1)OC1(CCCC1)O2,-6,-110,-3,39,3.3,-92,-72,13
CC1Oc2ccccc2N(CC(=O)NCc2ccccc2)C1=O (stereo not drawn),-10,-26,-2,-11,4.1,-12,-19,-2
COc1ccc(C2N(C(=O)C(F)(F)F)C(C)CN2S(=O)(=O)c2ccc(C)cc2)cc1 (stereo not drawn),11,-6,7,17,2.3,0,18,-2
COc1cc2nc(CN3CCN(S(=O)(=O)c4ccccc4C(F)(F)F)CC3)[nH]c(=O)c2cc1OC,4,14,6,7,-0.7,8,-1,-4
CC(C)(C)C1CCc2onc(C(=O)NC3CCCC3)c2C1 (stereo not drawn),36,0,27,49,-0.8,12,4,0
O=C(CSc1nnc(NC(=O)C2CC2)s1)NCc1ccccc1,-8,-2,-10,5,2.4,5,9,-1
O=C(NCC1CCOCC1)c1ccc2nc(Cc3cccc(Cl)c3)oc2c1,-9,-30,0,17,4.7,-43,-29,4
CCOC(=O)Cn1nc(-c2ccccc2)c2ccccc2c1=O,4,-3,7,16,-1.0,-43,-6,2
Cc1ncc(CO)c2c1Oc1nc(-c3ccccc3)nc(SCC(=O)N(C)c3ccccc3)c1C2,0,21,17,7,1.5,18,18,4
COc1cc(/C=C2\C(=N)N3N=C(S(C)(=O)=O)SC3=NC2=O)cc(OC)c1OCCOc1cccc(C)c1,21,9,28,29,-0.2,24,5,-3
CCSc1nnc(C)n1-c1ccc(C(=O)O)cc1,-14,15,5,2,-1.2,22,-2,-3
CC(C#N)(NC(=O)CN1CCN(S(=O)(=O)c2cc(C(F)(F)F)ccc2Cl)CC1)C1CC1 (stereo not drawn),6,4,25,8,1.6,-17,-3,1
CCc1n[nH]c(=S)n1/N=C/C(C)=C\c1ccccc1,21,30,12,43,4.4,-10,2,4
Clc1ccc(C#Cc2cccnc2)cc1,8,-35,4,13,2.6,-64,-50,2
S=C1NCCc2ccc(Cl)cc2C1c1ccccc1Cl (stereo not drawn),47*,4,44*,59*,-1.3,-21,-17,-1
CCOc1ccc(Br)cc1C(=O)N/N=C/c1cccnc1,-4,9,1,-1,3.2,-3,2,5
Cc1ccc(S(=O)(=O)NC(C)(C)CSc2nnc(Nc3ccccc3)s2)cc1,10,36,28,21,-2.4,-12,-9,-1
CCc1c(O)nc(SCC(=O)Nc2nc3ccccc3s2)n(C2CCCCC2)c1=O,5,-29,28,37,1.6,3,-2,3
Cc1ccc(OCc2cn3cccnc3n2)cc1,-26,-60,2,0,5.5,-49,-30,0
CCCC(=O)c1ccc(N2CCCCC2)c(F)c1,-2,-35,11,17,4.5,-47,-41,4
COc1ccc2[nH]cc(CCNC(=S)NC3CCCC3)c2c1,2,-7,7,-5,-2.6,4,-13,2
O=C(c1cc(COc2ccc(F)c(F)c2)on1)N1CCOCC1,2,-56,-19,-2,7.8,-44,-29,2
O=C(CCn1c(=O)oc2ccccc21)NCCN1CCc2ccccc2C1,0,8,-5,6,-2.9,-5,-2,-2
Cc1ccc(NC2CCCN(C(=O)CCn3nccc3C)C2)cc1C (stereo not drawn),8,8,18,13,-0.4,-12,-13,-4
O=C(CCC(=O)c1ccc(Oc2ccccc2)cc1)Nc1cccc(Cl)c1,-2,9,-1,-1,0.4,-9,-1,-2
COC(=O)Cc1ccc(N(Cc2ccccc2F)S(=O)(=O)c2ccc(Cl)cc2)cc1,19,-23,23,-2,-3.1,-15,1,-3
Cc1onc(-c2ccccc2)c1C(=O)Nc1nnc(C(C)C)s1,9,17,8,10,1.2,1,2,-8
Nc1nc(N)nc(-c2ccc(Oc3ccccc3)cc2)n1,30,24,26,38,-0.9,-24,-16,-1
CCOc1ccc(-n2c(SCc3nc(-c4cccs4)no3)nnc2-c2ccncc2)cc1,11,-3,25,33,1.1,-3,14,-6
Cc1cc(S(=O)(=O)N2CCCOC2CNC(=O)C(=O)NCc2cccs2)ccc1F (stereo not drawn),6,9,14,13,1.7,4,24,-1
CC1CCC2C(=O)N(c3ccc(C(=O)Oc4cccc5cccnc45)cc3)C(=O)C2C1 (stereo not drawn),11,-18,29,29,-0.5,-13,-4,7
CC(C)C(NC(=O)c1ccccc1)C(=O)N1CCN(C/C=C/c2ccccc2)CC1 (stereo not drawn),7,18,13,5,0.1,2,-6,-1
Cc1cc(C)cc(OCc2nnc(SCC(=O)OC3CCCCC3)o2)c1,-2,-13,5,14,-2.4,4,-15,0
O=C(OCC(=O)N1CCc2ccccc2C1)c1ccc(F)cc1Cl,7,-11,4,36,2.5,-13,-30,2
CCCCNC(=O)CSc1nnc(-c2ccc(S(=O)(=O)N3CCCC3)cc2)n1C,-5,4,-3,1,-2.3,-6,1,-1
COc1ccc(N2CCN(C(=O)CN3c4cccc5cccc(c45)S3(=O)=O)CC2)cc1,3,-10,0,10,1.1,-5,11,-1
O=C(NCCC1=CCCCC1)C1CCN(Cc2cnn(-c3ccccc3)c2-n2cccc2)CC1,5,28,9,19,-2.3,0,-18,-2
CCCCNC(=O)C1c2cc(OC)c(OC)cc2C(=O)N(C)C1c1cccs1 (stereo not drawn),-10,3,15,8,-0.5,3,-6,3
CSc1ccc(N=Nc2c(C)[nH]n(C)c2=O)cc1,12,-17,29,26,3.7,1,1,3
C=CCNC(=O)c1c(O)c2cccc3c2n(c1=O)CCC3,-21,66*,-47,28,-1.6,-2,10,0
